Bioassay records as filed in PubChem.
PI4K2A inh: blocks human PI4K2A kinase activity; Q9BTU6; purified PI4K2A, ADP-Glo luminescence, 1 h; hits give low values; activity change, negative = inhibition, % at 76.9 µM; actives 0.13% (n = 420,000); AID 1346378; in the data active = activity change below about -50%; inconclusive = mostly about -30% to -49%;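 note: -100% = wells without enzyme as full effect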
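PI4K2A activity was measured by ADP-Glo luminescence: enzyme (4 ug/mL stock) and phosphatidylinositol (1.2 mM stock) in Tris pH 7.5/MgCl2/EGTA/Triton X-100 buffer were reacted with ATP (300 microM stock) for one hour at ambient temperature.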
GLS inh: blocks human kidney-isoform glutaminase activity; actives 0.21% (n = 410,000); GLS enzymatic activity, qHTS titration; O94925; AID 624170; Potency, µM (highest dose often 45.5 µM), inactives show at the top dose activity change, negative = inhibition, most hits filed as inhibitors; note: potency is the fitted concentration of half-maximal effect; % is set by controls: 0 for no effect and ±100 for the full control effect
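Compounds were pin-transferred onto hKGA, after which L-glutamine (1 mM solution) and a detection mix of glutamate oxidase, HRP and Amplex Red were added. Initial and 30 min RT fluorescence reads were collected.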
RGS4 inh: inhibitors of human regulator of G protein signaling 4; P49798; Transcreener GDP fluorescence polarization, RGS4-accelerated GTP hydrolysis; Potency, µM (series often up to 114 µM), without a hit: at the top dose activity change, negative = inhibition, hits mostly inhibitors; actives 0.039% (n = 390,000); AID 504845; note: potency is the fitted concentration of half-maximal effect; % is set by controls: 0 for no effect and ±100 for the full control effect; nearly all actives have a fitted effect of over 75% in size; some results filed as inactive show a strong effect at the top dose
Target sequence (P49798 whole entry, looked up): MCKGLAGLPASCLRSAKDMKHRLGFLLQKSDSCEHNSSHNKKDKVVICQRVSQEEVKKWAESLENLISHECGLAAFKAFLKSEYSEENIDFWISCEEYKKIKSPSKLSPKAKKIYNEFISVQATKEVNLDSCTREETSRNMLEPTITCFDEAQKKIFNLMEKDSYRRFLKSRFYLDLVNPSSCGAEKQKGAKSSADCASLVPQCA
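MLSMR compounds (23 nl, pin-transferred) preincubated 10 min at room temperature with a 500nM (2x) first reagent, then RGS4 at 900nM (2x) plus Transcreener GDP mix added; fluorescence polarization (620/688 nm) read before and after 90 min at 30 °C.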
ERG-DNA inh: blocks human ERG Ets domain binding to DNA; P11308; fluorescence polarization, His-ERG Ets domain / labelled DNA; Potency, µM (titrated, usually from 76.9 µM), inactives show at the top dose FP activity, negative = inhibition, usual class: inhibitors; actives 0.028% (n = 370,000); AID 624246; active = well fitted inhibition curve with a large enough effect in the polarisation, with a control signal flat; inconclusive = small, poorly fitted or top-dose-only effect, or effect the other way, or a change in a side signal; inactive = no such curve, though single readings can be large or run the other way; the % refers to the polarisation;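 note: polarization taken with two DNA probes labelled with fluorescein and Texas red; potency is the fitted concentration of half-maximal effect; % of control where 0% means no effect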
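His-tagged ERG Ets domain (1 uM in the protein solution; 300mM KCl, 50mM Tris-HCl, 1mM EDTA, 1mM DTT, pH 7.5) received compound, then a probe mix of 5 nM fluorescein-DNA and 100nM Texas-615-DNA. Fluorescence polarization was read for both dyes.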
12-LOX inh: inhibitors of human 12S-lipoxygenase ALOX12 | purified 12hLO, xylenol orange hydroperoxide absorbance | Potency, µM (titrated, usually from 108 µM), for the others: at the highest dose activity change, negative = inhibition, usual class: inhibitors | actives 1.1% (n = 580,000); note: potency is the fitted concentration of half-maximal effect; % is set by controls: 0 for no effect and ±100 for the full control effect
Target sequence (P18054 whole entry, looked up): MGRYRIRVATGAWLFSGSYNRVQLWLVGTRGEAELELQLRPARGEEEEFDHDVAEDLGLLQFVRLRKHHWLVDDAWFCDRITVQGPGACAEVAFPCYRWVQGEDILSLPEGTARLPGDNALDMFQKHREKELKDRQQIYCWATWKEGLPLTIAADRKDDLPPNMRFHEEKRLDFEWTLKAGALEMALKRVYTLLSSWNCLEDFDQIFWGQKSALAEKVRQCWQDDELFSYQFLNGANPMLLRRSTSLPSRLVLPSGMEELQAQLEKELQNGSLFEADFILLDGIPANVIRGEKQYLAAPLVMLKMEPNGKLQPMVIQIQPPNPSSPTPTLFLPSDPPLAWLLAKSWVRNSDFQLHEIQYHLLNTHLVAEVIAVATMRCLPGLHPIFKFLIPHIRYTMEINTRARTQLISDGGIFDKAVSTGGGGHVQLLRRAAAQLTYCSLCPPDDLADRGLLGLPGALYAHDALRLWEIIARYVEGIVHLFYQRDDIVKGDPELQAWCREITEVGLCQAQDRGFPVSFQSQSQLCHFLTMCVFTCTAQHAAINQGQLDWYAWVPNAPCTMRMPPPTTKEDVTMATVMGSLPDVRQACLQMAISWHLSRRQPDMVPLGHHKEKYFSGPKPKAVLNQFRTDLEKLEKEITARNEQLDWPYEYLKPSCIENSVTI
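Purified human 12hLO (150 nM final) in 25 mM Hepes, 0.01% Triton X-100, pH 7.0 was preincubated 15 min at room temperature with compound. Then 40 uM arachidonic acid was added, 30 min. Hydroperoxide was read by Fe-XO absorbance ratio 573/405 nm.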
HP1b chromo inh: inhibitors of HP1-beta chromodomain binding to methylated histone tails; AlphaScreen HP1-beta / biotin-H3K9me3 peptide binding; actives 0.56% (n = 390,000); AID 540317; P83916; Potency, µM (series often up to 114 µM), inactives show at the top dose activity change, negative = inhibition, hits mostly inhibitors; note: potency is the fitted concentration of half-maximal effect; nearly all actives have a fitted effect of over 70% in size; inactives centre near 23
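AlphaScreen: HP1-beta (50 nM) preformed 30 min with biotin-H3(1-18)K9me3 peptide (50 nM) in PBS pH 7.4, 0.01% Tween-20. Compound added for 30 min at RT, then streptavidin donor/nickel chelate acceptor beads (10 ug/mL) for 30 min.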
BAZ2B block: BAZ2B (human) inhibition; Q9UIF8; AlphaScreen BAZ2B-H3K14Ac peptide displacement; actives 4.4% (n = 360,000); AID 504333; Potency, µM (doses to about 114 µM), for the others: at the highest dose activity change, negative = inhibition, usual class: inhibitors; note: potency is the fitted concentration of half-maximal effect; % is set by controls: 0 for no effect and ±100 for the full control effect; nearly all actives have a fitted effect of over 60% in size
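Complex of BAZ2B and biotin-H3K14Ac (50 nM apiece) forms over 30 min at RT, then faces library compounds up to 110 uM for another 30 min; AlphaScreen beads added, 20 min dark incubation, luminescence read.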
G9a block: inhibitors of human histone lysine methyltransferase G9a; Q96KQ7; G9a H3K9 monomethylation, AlphaScreen, 2 h; Potency, µM (doses to about 102 µM), for inactives: at the top dose activity, negative = inhibition, actives largely listed as inhibitors; actives 8.8% (n = 350,000); AID 504332; note: potency is the fitted concentration of half-maximal effect; % is set by controls: 0 for no effect and ±100 for the full control effect; nearly all actives have a fitted effect of over 75% in size
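Enzyme 20 nM + cpd, 15 min RT; add b-H3K9 pep 500 nM / SAM 20 uM; 2 h RT; anti-H3K9me1 Ab 0.5 ug/mL + SA donor / anti-rabbit acceptor beads 20 ug/mL each, 10 min; AlphaScreen read.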
JMJD2A Tudor: inhibitors of human JMJD2A Tudor domain; Potency, µM (series often up to 114 µM), inactives show at the top dose activity change, negative = inhibition, actives largely listed as inhibitors; O75164; AlphaScreen JMJD2A-Tudor / H3K4me3 peptide binding; actives 4.4% (n = 390,000); note: potency is the fitted concentration of half-maximal effect; % is set by controls: 0 for no effect and ±100 for the full control effect; nearly all actives have a fitted effect of over 50% in size
* = called active by the depositor; ? = inconclusive; . = no result given; [ ] = another dose, or the depositor's remark. Unless noted, calls come from the whole dose curve; as a rule, active = well fitted curve in the direction sought with a large enough effect; inconclusive = small, poorly fitted or top-dose-only effect, or another doubt; inactive = no such curve, though single readings can be large; an effect the other way counts as inactive or inconclusive. These rows are one share of the data, so the mix of outcomes need not match the whole.

smiles	PI4K2A inh	GLS inh	RGS4 inh	ERG-DNA inh	12-LOX inh	HP1b chromo inh	BAZ2B block	G9a block	JMJD2A Tudor
Cc1ccc(N2CC3=C(C2=O)C(c2ccccc2)NC(=O)N3C)cc1 (stereo unspecified)	3	-8%	-8%	8%	31%	37%	2%	1%[59 µM]	-2%
CCOC(=O)c1ccc(S(=O)(=O)N2CCN(CC(O)COc3ccc(C#N)cc3)CC2)cc1 (stereo unspecified)	-12	8%	17%[56.9 µM]	-4%	?	-30%	56µM*	35µM*	20µM*
CCCc1nnc(NC(=O)c2cccnc2)s1	-1	-1%	14%	-11%	-8%	37%	-2%	11%	-7%
CCOc1ccc(C(=O)Nc2ccccc2NC(C)=O)cc1OCC	4	-12%	16%	-4%	29%	21%	-3%	-2%	-15%
CCOC(=O)N1CCC(NS(=O)(=O)c2ccc3c(c2)CCN3C(C)=O)CC1	-1	1%	4%	-4%	-4%	39%[activator]	0%	-24%[59 µM]	7%
CCn1c(=O)cc(OCC(=O)N2CCN(C(=O)c3ccco3)CC2)c2ccccc21	-1	10%	-11%	1%	0%	13%	-2%	6%[12.7 µM]	-10%
COc1cccc(C2NC(CC(C)C)(C(=O)O)C3C(=O)N(Cc4ccccc4)C(=O)C23)c1O (stereo unspecified)	-2	-3%	4%	4%	13%	41%	2%	-3%[59 µM]	-7%
O=C(CCN1CCCCCC1)c1ccccc1	4	13%	2%[11.4 µM]	0%	0%[57.4 µM]	38%	1%	?	6%[11.4 µM]
CCN(C(=O)CSc1nc2cc(C(=O)O)ccc2c(=O)n1Cc1ccccc1)c1ccccc1	10	1%	0%	?	.	10%	-8%	1%	-27%
CCOc1nc(SCCOc2ccc(Cl)cc2Cl)nc(N(C)C)n1	-3	5%	2%	.	0%	156%[activator]	73%[activator]	156%[activator]	90%[activator]
CC(C)NC(=O)CSc1nnc2sc3ccccc3n12	3	-1%	2%	5%	10%	31%	13%	13%[59 µM]	-9%
CNS(=O)(=O)c1cccc(C(=O)Nc2cccnc2)c1	-1	12%	38%	-14%	-4%	7%	6%	6%[12.7 µM]	5%
Cc1ccc(S(=O)(=O)N2C(=O)CCC2C(=O)O/N=C(\N)c2ccccc2)cc1 (stereo unspecified)	3	1%	-27%	-1%	-1%	45%[activator]	6%	-4%	-7%
Nc1ccc2c(c1)[nH]c(=O)c1ccccc12	-8	15%	?	-1%	0%	2%	.	.	-28%
CC(=O)c1cnc(SCc2ccc(Cl)cc2)nc1C	-4	7%	13%	6%	0%	100%[activator]	91%[activator]	55%[activator][59 µM]	40%[activator]
CCOC(=O)C(C(=O)Nc1nc2ccccc2s1)C1CCCCC1 (stereo unspecified)	-7	3%	-24%[56.9 µM]	3%	2%	99%[activator]	-6%	8%	-36%[57.1 µM]
CCc1ccc(C(=O)N2CCN(c3ccc(NC(=O)c4cccnc4)cc3)CC2)cc1	-3	0%	-11%	2%	0%	10%	?	-1%[12.7 µM]	-32%
COc1ccc(S(=O)(=O)N2CCOCC2)cc1NC(=O)Cc1ccc(Cl)c(Cl)c1	-1	8%	-12%	11%	?	25%	1%	10%[59 µM]	0%
Cc1ccccc1OCCC(=O)Nc1ccccc1C(=O)N1CCCCC1	-4	8%	31%	.	8%	14%	11%	21%[12.7 µM]	-9%
CCOC(=O)C(CC)(CCC(=O)O)c1csc(Nc2ccc(C)cc2)n1 (stereo unspecified)	2	?	-35%	4%	-20%	29%	-29%	.	-5%
O=C(NCC1CCCO1)C(=O)NCC1CCCN1S(=O)(=O)c1ccccc1 (stereo unspecified)	6	-2%	-28%	-3%	27%	36%	12%	?	-9%
COc1ccc(-c2cc(C)no2)cc1S(=O)(=O)N1CCc2ccccc21	-11	-3%	-30%	2%	-5%	18%	-4%	1%[59 µM]	-7%
O=C(NCc1ccco1)c1cccc(F)c1	-1	-2%	14%	3%	0%	12%	-4%	-39%[59 µM]	-19%
CN(C)c1ccc(/C=N/NC(=O)C(=O)N2CCCCCC2)cc1	2	28%	-12%	2%	-13%	-9%	-24%	?	-20%
COCc1ccc(C(=O)Nc2cccc(S(=O)(=O)N(C)c3ccccc3)c2)cc1	-1	-8%	4%	-2%	-18%	19%[57 µM]	.	.	-11%
Cc1ccc2c(C)nc(Nc3nc(CSc4nc5ccccc5[nH]4)cc(=O)[nH]3)nc2c1	1	-1%	-4%	.	4%	1%	8%	-10%	-33%
CCC1OC23CCCCC2C(C#N)(C(=N)O3)C1(C#N)C#N (stereo unspecified)	-6	7%	-39%	-7%	-17%	29%	?	-16%[0.501 µM]	-13%
COc1ccc(OC)c(C(=O)COC(=O)c2ccccc2O)c1	2	.	-13%	9%	-1%	106%[activator]	36%	32%[activator]	72%[activator]
COc1ccc(N/C(C)=C/C(=S)Nc2ccccc2)cc1	11	13µM*	-40%	2%	-16%	5%	-38%	-6%[59 µM]	-35%
Cn1cc(Cl)c(C(=O)NC(=S)Nc2sc3c(c2C#N)CCCCC3)n1	-1	0%	?	4%	3%	-24%	-30%	21%[59 µM]	-32%

3 entries out of the list above, arranged by the number in HP1b chromo inh, lowest first:
smiles	PI4K2A inh	GLS inh	RGS4 inh	ERG-DNA inh	12-LOX inh	HP1b chromo inh	BAZ2B block	G9a block	JMJD2A Tudor
CNS(=O)(=O)c1cccc(C(=O)Nc2cccnc2)c1	-1	12%	38%	-14%	-4%	7%	6%	6%[12.7 µM]	5%
COc1ccc(S(=O)(=O)N2CCOCC2)cc1NC(=O)Cc1ccc(Cl)c(Cl)c1	-1	8%	-12%	11%	?	25%	1%	10%[59 µM]	0%
Cc1ccc(N2CC3=C(C2=O)C(c2ccccc2)NC(=O)N3C)cc1 (stereo unspecified)	3	-8%	-8%	8%	31%	37%	2%	1%[59 µM]	-2%

Going on with the list.
smiles	PI4K2A inh	GLS inh	RGS4 inh	ERG-DNA inh	12-LOX inh	HP1b chromo inh	BAZ2B block	G9a block	JMJD2A Tudor
COc1cccc(NC(=O)COC(=O)c2c(F)cccc2F)c1	-14	-3%	16%	1%	21%	36%	1%	15%[59 µM]	-9%
COc1ccccc1NS(=O)(=O)c1cccc(C(=O)NNC(=O)C(C)NC(=O)c2ccco2)c1 (stereo unspecified)	2	-1%	13%	-15%	10%	30%	.	.	-11%
Cc1ccc(S(=O)(=O)N(C)CC(=O)Nc2ccccc2N2CCCC2)cc1	-4	49%[activator]	-13%	10%	-25%	11%	?	-2%[12.7 µM]	-25%
O=C(NCC(=O)N(c1ccccc1F)C(C(=O)NCC1CCCO1)c1ccccc1)c1ccco1 (stereo unspecified)	-3	-4%	-14%	14%	-20%	8%	-8%	-16%[12.7 µM]	-12%
CN(C)c1ccc(NC(=O)c2cccc(C(=O)Nc3ccc(N(C)C)cc3)n2)cc1	-6	5%	-43%	29%	-7%	40µM*	7.9µM*	3.2µM*	16µM*
COc1ccc(C(=O)NCc2nnc(SCC(=O)Nc3nc4ccccc4s3)o2)cc1	-9	-6%	-2%	-5%	6%	34%	-1%	-9%[59 µM]	-6%
COc1ncccc1-c1nnn(-c2ccc(Cl)nc2)n1	-3	0%	-2%	-1%	-6%	80%[activator]	-1%	?	-9%
O=C(Nc1cc(F)ccc1F)c1ccc(CN2CC(=O)N3CCCCC3C2=O)cc1 (stereo unspecified)	0	0%	-1%	2%	-11%	9%	-9%	-14%[59 µM]	-4%
O=C(N/N=C/c1ccccc1)C(O)c1ccccc1 (stereo unspecified)	1	1%	18%	-1%	?	28%	-5%	0%	-3%
S=C1SCN(Cc2ccco2)CN1Cc1ccco1	7	-4%	-17%	-9%	97%[activator]	-6%	-37%	-32%	-24%

Quoted at random: four entries already listed
smiles	PI4K2A inh	GLS inh	RGS4 inh	ERG-DNA inh	12-LOX inh	HP1b chromo inh	BAZ2B block	G9a block	JMJD2A Tudor
COc1ccccc1NS(=O)(=O)c1cccc(C(=O)NNC(=O)C(C)NC(=O)c2ccco2)c1 (stereo unspecified)	2	-1%	13%	-15%	10%	30%	.	.	-11%
S=C1SCN(Cc2ccco2)CN1Cc1ccco1	7	-4%	-17%	-9%	97%[activator]	-6%	-37%	-32%	-24%
COc1cccc(NC(=O)COC(=O)c2c(F)cccc2F)c1	-14	-3%	16%	1%	21%	36%	1%	15%[59 µM]	-9%
COc1ncccc1-c1nnn(-c2ccc(Cl)nc2)n1	-3	0%	-2%	-1%	-6%	80%[activator]	-1%	?	-9%
